Integrin act MD: qHTS for Activators of Integrin-Mediated Alleviation for Muscular Dystrophy | alpha7betagal myoblasts, beta-gal FDG fluorescence, 48 h | Potency, µM (series often up to 38.3 µM), for the others: top-dose activation, actives largely listed as activators | 350,000 tested, 0.064% active; active = well fitted activation curve with a large enough effect;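 note: 100% = response of the positive control SU9516; nearly all actives have a fitted effect of over 60% in size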
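alpha7betagal+/- myoblasts (passage 13, 250/well) treated 48 h at 37C with compounds at 1:260 dilution of DMSO stock. Lysed, then beta-galactosidase activity read as FDG fluorescence (ex 480/em 540) after 30 min, with pre-read for autofluorescence.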
Active calls of the source: *; [ ] = dose if it differs, or a comment. Potency is the fitted concentration of half-maximal effect. An excerpt. The share of hits here may be higher or lower than overall.

COc1ccc(S(=O)(=O)N2CCN(C(=O)c3ccccc3Cc3ccccc3)CC2)cc1OC
  Integrin act MD = 5%
COc1ccc([C@H]2C[C@H](O)[C@@H](n3cc(C4CC4)nn3)CN2C(=O)c2cccs2)cc1
  Integrin act MD = 13%
O=C(c1cnc(Cl)c(Cl)c1)N1CCN(S(=O)(=O)c2cccs2)CC1
  Integrin act MD = -9%
CC(C)NC(=O)N(C)C[C@H]1OCc2cnnn2CCCC(=O)N([C@@H](C)CO)C[C@H]1C
  Integrin act MD = 5%
CC(C)C(=O)Nc1cccc(S(=O)(=O)NC2=NCCC2)c1
  Integrin act MD = 11%
O=C1c2ccccc2C(=Cc2cccnc2)c2ccccc21
  Integrin act MD = -11%
Cc1ccc2nc(CC(O)(c3ccccc3)c3ccccc3)ccc2c1
  Integrin act MD = 21%
C[C@@H]1CN([C@H](C)CO)C(=O)CCCn2cc(nn2)CO[C@H]1CN(C)C(=O)Cc1ccccc1
  Integrin act MD = 12%
CCOC(=O)CCCCCC(=O)Nc1ccc2c(c1)C(=O)N([C@@H](C)CO)C[C@@H](C)[C@H](CN(C)C(=O)c1ccncc1)OCCCC[C@H](C)O2
  Integrin act MD = 7%
N#Cc1ccccc1S(=O)(=O)N1CCN(C(=O)CN(Cc2ccco2)Cc2cccs2)CC1
  Integrin act MD = 16%
C[C@@H]1CN([C@@H](C)CO)C(=O)CCCn2nncc2CO[C@H]1CN(C)S(=O)(=O)c1cn(C)cn1
  Integrin act MD = 12%
CC1(C)CC(=O)C=C(c2ccc(-c3ccc(OC(F)(F)F)cc3)cc2)C1=O
  Integrin act MD = -21%
Cc1ccc(S(=O)(=O)NNC(=O)C23CCC(CC2)C3)cc1
  Integrin act MD = 18%
Cc1ccn2c(C(C)O)nnc2c1 (centres undefined)
  Integrin act MD = -1%
O=C(c1ccc(CNS(=O)(=O)c2ccc(F)cc2)cc1)N1CCCCCC1
  Integrin act MD = -7%
CC(C)CN(C(=O)COC(=O)CCSc1ccc(Cl)cc1)c1c(N)n(Cc2ccccc2)c(=O)[nH]c1=O
  Integrin act MD = 25%
CCN(CC)C(=O)C1=C(C)N(CCC2=CCCCC2)C(=O)C(CC(=O)NC2CCCC2)C1 (centres undefined)
  Integrin act MD = -8%
O=C(OCc1cn([C@@H]2CN(C(=O)c3cccs3)[C@@H](c3ccc(Cl)cc3)C[C@H]2O)nn1)c1ccccc1
  Integrin act MD = 19%
CC12CCC(CC1O)C2C(=O)O (centres undefined)
  Integrin act MD = -2%
CCCCCC(=O)N1C[C@H](O)[C@@H](n2cc(COC(=O)c3ccccc3)nn2)C[C@@H]1c1ccc(C)cc1
  Integrin act MD = -32%
COc1ccc(Br)c(C=O)c1OS(=O)(=O)c1ccc(C)cc1
  Integrin act MD = 8%
CCOC(=O)N1CCN(C(=O)C2CCC(=O)N(Cc3ccccc3OC)C2)CC1 (centres undefined)
  Integrin act MD = 5%
NC(=O)c1ccc(NC(=O)COC(=O)CCC2CCCC2)cc1
  Integrin act MD = 22%
Cc1[nH]c2ccccc2c1C(=O)C(=O)NCc1nnnn1-c1ccc(F)cc1
  Integrin act MD = 15%
O=C(C1=C(O)C(=O)N(CCN2CCOCC2)C1c1cccc([N+](=O)[O-])c1)c1cc2ccccc2o1 (centres undefined)
  Integrin act MD = -19%

C[C@@H]1CN([C@@H](C)CO)C(=O)CCCn2nncc2CO[C@@H]1CN(C)C(=O)c1cc(-c2ccccc2)on1
  Integrin act MD = -19%
COc1cc(C=NNc2ccccc2[N+](=O)[O-])cc(OC)c1OC
  Integrin act MD = -3%
Nc1cc(Br)cc2c1[nH]c(=O)c1ccccc12
  Integrin act MD = 0%
COC(=O)c1cccc(-n2c(C)cc(/C=C3\SC(=O)NC3=O)c2C)c1
  Integrin act MD = 10%
O=C(COc1cccc(F)c1)Nc1nc(-c2ccccn2)cs1
  Integrin act MD = -47%
C[C@H](CO)N1C[C@H](C)[C@H](CN(C)C(=O)Nc2ccc(C(F)(F)F)cc2)OCc2cnnn2CCCC1=O
  Integrin act MD = -3%
Cc1ccc(CC(=O)Nc2cccc(C(=O)Nc3c(C)n(C)n(-c4ccccc4)c3=O)c2)cc1C
  Integrin act MD = -9%
COc1ccc(C(=O)OCC(=O)N2c3ccccc3CC2C)cc1S(=O)(=O)N1CCOCC1 (centres undefined)
  Integrin act MD = 3%
CC(=O)N1CCCc2cc(S(=O)(=O)N(C)CC(=O)Nc3ccccc3)ccc21
  Integrin act MD = -4%
COc1cc(S(=O)(=O)N2CCN(C(=O)c3cccs3)CC2)ccc1NC(C)=O
  Integrin act MD = 25%
COc1ccc(C(=O)NCC2CCCN2S(=O)(=O)c2ccccc2)cc1OC (centres undefined)
  Integrin act MD = -13%
O=C(c1ccncc1)N1CCN(c2cc(-c3ccccc3)nc3cc(-c4cccc(Cl)c4)nn23)CC1
  Integrin act MD = -8%
Cc1sc(N=Nc2ccc(N(C)C)cc2)[n+]([O-])c1C
  Integrin act MD = 13%
N#CCCC(C#N)(c1cccnc1)N1CCOCC1 (centres undefined)
  Integrin act MD = 28%
COCCn1cnc2c1c(=O)n(CC(=O)NC1CCCCC1)c(=O)n2Cc1ccccc1
  Integrin act MD = 7%
Cc1cccc(NC(=O)COc2cccc3c2CCNC3=O)c1
  Integrin act MD = -3%
C[C@@H]1CN([C@H](C)CO)C(=O)CCCn2nncc2CO[C@H]1CN(C)S(=O)(=O)c1ccc2c(c1)OCCCO2
  Integrin act MD = -5%
Cc1ccc2c(c1)nc1c3ccccc3nc(-c3ccccc3N)n21
  Integrin act MD = 14%
COC(=O)C1=C/C=C\CN(C(c2ccccc2)c2ccccc2)/C=C\1C(=O)OC
  Integrin act MD = -4%
Cc1ccc2c(c1)CCO[C@@]21O[C@H](CCO)C[C@H](O)[C@H]1O
  Integrin act MD = 6%
CCC(=O)N(C)C[C@@H]1Oc2ncc(Br)cc2C(=O)N([C@@H](C)CO)C[C@H]1C
  Integrin act MD = -9%
CCN(CC(=O)Nc1c(F)cccc1F)C(=O)CSCc1ccc(C)cc1
  Integrin act MD = 9%
O=C(CCC1CCN(C(=O)CC2=CCCCC2)CC1)NCc1ccc(F)cc1
  Integrin act MD = -15%
Cc1ccc(CC#N)c(-c2c(CC#N)ccc(C)c2C)c1C
  Integrin act MD = -13%
CCCCn1c(N)c(N(CCC(C)C)C(=O)CSc2nc3ccccc3s2)c(=O)[nH]c1=O
  Integrin act MD = -23%

C(=Cc1cnc2ccccc2n1)c1ccc2c(c1)OCO2
  Integrin act MD = 7%
COc1ccc(NC(=O)C[C@H]2C(=O)N(Cc3ccccc3)C[C@@H]2C)cc1
  Integrin act MD = -4%
CCCCc1ccc(-c2nn[nH]n2)nc1
  Integrin act MD = 4%
COc1cc2nc3n(c(=O)c2cc1OC)-c1ncccc1C(=O)NC3Cc1ccccc1 (centres undefined)
  Integrin act MD = -3%
C[C@@H]1CN([C@H](C)CO)C(=O)CCCn2cc(nn2)CO[C@H]1CN(C)S(=O)(=O)c1ccc(Oc2ccccc2)cc1
  Integrin act MD = 1%
Cc1cc(-c2nnn(CCCOC(C)(C)C)c2C)ccc1-c1cn(CCCOC(C)(C)C)nn1
  Integrin act MD = 19%
COc1cc(Cl)c(C)cc1NC(=O)CN1CCN(C(=O)c2cccs2)CC1
  Integrin act MD = -26%
COc1ccc(C(=O)OCC(=O)Nc2cc(C)on2)cc1F
  Integrin act MD = 15%
CC1CCN(S(=O)(=O)N2CCC(C(=O)NC(C)c3ccccc3)CC2)CC1 (centres undefined)
  Integrin act MD = 3%
COc1ccc(/C=C2\SC(=Nc3ccccc3Cl)NC2=O)c(OC)c1
  Integrin act MD = -9%
Cc1ccc(C(=O)C=Cc2ccc3c(c2)OCO3)c(C)c1
  Integrin act MD = -18%
CCC(=O)N(c1nnc(SCC(=O)Nc2sccc2C(N)=O)s1)C1CC1
  Integrin act MD = 10%
COc1ccc([C@H]2C[C@H](n3cc(COC(=O)c4ccccc4)nn3)[C@@H](O)CN2C(=O)C2CCCCC2)cc1
  Integrin act MD = 14%
C[C@H]1CN([C@@H](C)CO)C(=O)CCCn2nncc2CO[C@H]1CN(C)S(=O)(=O)c1ccc2ccccc2c1
  Integrin act MD = -17%
C[C@@H]1CN([C@H](C)CO)S(=O)(=O)c2ccc(Br)cc2O[C@@H]1CN(C)Cc1ccc(C(=O)O)cc1
  Integrin act MD = -3%
Cc1c(C(=O)Nc2nccs2)oc2ccccc12
  Integrin act MD = -8%
O=C(COC(=O)c1cccc(F)c1)Nc1cccc(S(=O)(=O)N2CCOCC2)c1
  Integrin act MD = 1%
NC(=O)/C(=C\c1ccco1)NC(=O)c1ccco1
  Integrin act MD = 0%
COc1ccc(S(=O)(=O)N2CCC(C(=O)NCCC(=O)NCCc3cccc(F)c3)CC2)cc1
  Integrin act MD = -5%
CC(C(=O)OCC(=O)Nc1ccccc1OC(F)F)N1C(=O)C2CC=CCC2C1=O (centres undefined)
  Integrin act MD = -9%
Cc1ccc(-c2ccc(CN3C(C(C)C)C(=O)N(Cc4cn(CC5CCCCC5)nn4)CCS3(=O)=O)cc2)cc1 (centres undefined)
  Integrin act MD = -59%[inhibitor]
COc1ccc(CN2C(=O)C(CC(=O)NCCCN(C)C)CC(C(=O)N(C)C)=C2C)cc1 (centres undefined)
  Integrin act MD = 14%
CCN(c1ccccc1)S(=O)(=O)c1ccc(C(=O)NC2CCCCC2)cc1
  Integrin act MD = -23%
CCN(CC(=O)Nc1ccc2c(c1)OCCO2)C(=O)/C=C/c1cc(Br)ccc1OC
  Integrin act MD = 4%
O=C(Nc1cc(C(F)(F)F)ccc1N1CCCC1)C1CC(=O)N(Cc2ccccc2)C1 (centres undefined)
  Integrin act MD = -6%

Next section (six carried over from the part before).
CC(C(=O)OCC(=O)Nc1ccccc1OC(F)F)N1C(=O)C2CC=CCC2C1=O (centres undefined)
  Integrin act MD = -9%
Cc1ccc(-c2ccc(CN3C(C(C)C)C(=O)N(Cc4cn(CC5CCCCC5)nn4)CCS3(=O)=O)cc2)cc1 (centres undefined)
  Integrin act MD = -59%[inhibitor]
COc1ccc(CN2C(=O)C(CC(=O)NCCCN(C)C)CC(C(=O)N(C)C)=C2C)cc1 (centres undefined)
  Integrin act MD = 14%
CCN(c1ccccc1)S(=O)(=O)c1ccc(C(=O)NC2CCCCC2)cc1
  Integrin act MD = -23%
CCN(CC(=O)Nc1ccc2c(c1)OCCO2)C(=O)/C=C/c1cc(Br)ccc1OC
  Integrin act MD = 4%
O=C(Nc1cc(C(F)(F)F)ccc1N1CCCC1)C1CC(=O)N(Cc2ccccc2)C1 (centres undefined)
  Integrin act MD = -6%
C[C@@H]1CN([C@@H](C)CO)C(=O)c2cc(Br)cnc2O[C@H]1CN(C)C(=O)Cc1cccnc1
  Integrin act MD = 17%
COC(=O)N(C)C[C@@H]1OCc2cnnn2CCCC(=O)N([C@@H](C)CO)C[C@H]1C
  Integrin act MD = 0%
COCCCN1C(=O)C(CC(=O)NCc2cccc3ccccc23)CC(C(=O)N(C)C)=C1C (centres undefined)
  Integrin act MD = 9%
COc1ccc(NC(=O)N(C)C[C@@H]2OCc3cn(nn3)CCCC(=O)N([C@@H](C)CO)C[C@H]2C)cc1
  Integrin act MD = 0%
C/C=C/c1ccc2c(c1)O[C@@H](CN(C)C(=O)c1ccc(F)cc1)[C@@H](C)CN([C@H](C)CO)S2(=O)=O
  Integrin act MD = -8%
COc1cccc(-c2ccc3c(c2)O[C@@H](CN(C)Cc2cncnc2)[C@@H](C)CN([C@H](C)CO)S3(=O)=O)c1
  Integrin act MD = -15%
Cc1cccc(NC(=O)C(C)OC(=O)CNC(=O)C2CCCCC2)c1 (centres undefined)
  Integrin act MD = -1%
C[C@H](CO)N1C[C@H](C)[C@@H](CN(C)S(=O)(=O)c2cccs2)OCc2cnnn2CCCC1=O
  Integrin act MD = -7%
C[C@H]1CN([C@@H](C)CO)C(=O)c2cc(-c3cccnc3)cnc2O[C@H]1CN(C)Cc1ccc(Oc2ccccc2)cc1
  Integrin act MD = -28%
CC12CCCC(=O)C1CCC(=Cc1ccco1)C2=O (centres undefined)
  Integrin act MD = 15%
CSc1ncnc2c1ncn2CCCNCc1ccccn1
  Integrin act MD = -2%
CC1=C(C(=O)N(C(C)C)C(C)C)CC(CC(=O)NCCCCc2ccccc2)C(=O)N1Cc1ccccc1 (centres undefined)
  Integrin act MD = 2%
O=C(OCc1ccccc1)N1CCC2CC1c1ccc(-c3ccc4c(c3)OCO4)cc12 (centres undefined)
  Integrin act MD = -16%
O=C(OCc1ccccc1)N1CCC2CC1c1ccc(N3CCNCC3)cc12 (centres undefined)
  Integrin act MD = -52%[inhibitor]
COC(=O)C[C@@H]1C[C@H]2c3cc(NC(=O)C4CCC4)ccc3O[C@H]2[C@@H](CO)O1
  Integrin act MD = 9%
C=C1C(=O)OCC2C(C(=O)O)=CC3C(C)C(C)=CC123 (centres undefined)
  Integrin act MD = -47%
CCn1c(SCC(=O)N2CCCCC2)nc2c([nH]c3ccccc32)c1=O
  Integrin act MD = -13%
CC(C)N1CC2(CC(c3ccccc3C(F)(F)F)=NO2)CN1C(=O)c1ccco1 (centres undefined)
  Integrin act MD = 3%
COc1ccc(CN2C(=O)C(CC(=O)NC(c3ccccc3)c3ccccc3)CC(C(=O)N(C(C)C)C(C)C)=C2C)cc1 (centres undefined)
  Integrin act MD = -16%
O=C(CC1CCCC1)N1CCN(S(=O)(=O)c2c(F)cccc2F)CC1
  Integrin act MD = -3%
Cc1cccc(Nc2cc(=O)n(C)c(=O)n2C)c1
  Integrin act MD = 25%
COc1ccc(C=C2CS(=O)(=O)CC(=Cc3ccc(OC)cc3)C2=O)cc1
  Integrin act MD = -57%[inhibitor]

3 successive compounds from above, quoted:
O=C(CC1CCCC1)N1CCN(S(=O)(=O)c2c(F)cccc2F)CC1
  Integrin act MD = -3%
Cc1cccc(Nc2cc(=O)n(C)c(=O)n2C)c1
  Integrin act MD = 25%
COc1ccc(C=C2CS(=O)(=O)CC(=Cc3ccc(OC)cc3)C2=O)cc1
  Integrin act MD = -57%[inhibitor]
